# MsrA inh: inhibitors of bovine MsrA; purified bovine MsrA, absorbance read-out; inhibition, % at 15.5 µM; 360,000 tested, 0.75% active; AID 651718; in the data active = inhibition above about 4.5%;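 note: 0% = vehicle wells with enzyme and 100% = reference inhibitor wells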
# FAS TE block: inhibitors of human fatty acid synthase thioesterase domain. AID 602261. inhibition, % at 15 µM. 360,000 tested, 0.67% active. recombinant FAS-TE, OMFH fluorogenic substrate, fluorescence endpoint. P49327;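 active = compounds whose normalised, plate-corrected inhibition of enzyme fluorescence in the single-dose primary screen is 50% or more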;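 note: 0% = DMSO with enzyme and 100% = substrate without enzyme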
# CSN deneddyl inh: inhibitors of human CSN-mediated cullin deneddylation; Q92905; Purified CSN, SCF-Nedd8-OG deneddylation, fluorescence polarization; inhibition, % at 12.5 µM; 360,000 tested, 0.38% active; AID 651999;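 active = pattern-corrected inhibition above about 35%, with an unprinted fluorescence ratio check between 0.5 and 1.5, limit read from the data, passing the limit was not always enough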;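 note: 0% = enzyme with substrate and 100% = substrate without enzyme; some results filed as inactive read as strong as hits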
#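 Test system: Human Csn5 produced in HEK293T cells | Compound: 12.5 µM single point | Times: 90 min, room temperature | Signal: Fluorescence polarization readout | Read-out basis: % inhibition of substrate cleavage by Csn5 | Controls: no-enzyme wells high, enzyme-with-substrate wells low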
# bovine MsrA act: activators of bovine methionine sulfoxide reductase A; purified bovine MsrA, absorbance read-out; activation, % at 10.6 µM; 360,000 tested, 0.3% active; in the data active = activation above about 7.5%;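 note: 0% = vehicle and 100% = reference activator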
# E coli Lon inh: inhibitors of E. coli Lon protease. inhibition, % at 7.94 µM. 360,000 tested, 0.42% active. P0A9M0. purified E. coli Lon protease, fluorescence polarization; in the data active = inhibition above about 13%, passing the limit was not always enough;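 note: 0% = enzyme with probe and DMSO and 100% = no enzyme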
# Rin1-Abl PPI inh: human Rin1-Abl interaction inhibition | P00519+Q13671 | TR-FRET Rin1/Abl binding, biochemical | inhibition, % at 7.35 µM | 360,000 tested, 0.4% active | AID 588664; in the data active = inhibition above about 5%, passing the limit was not always enough
# Target sequence (P00519 whole entry, looked up): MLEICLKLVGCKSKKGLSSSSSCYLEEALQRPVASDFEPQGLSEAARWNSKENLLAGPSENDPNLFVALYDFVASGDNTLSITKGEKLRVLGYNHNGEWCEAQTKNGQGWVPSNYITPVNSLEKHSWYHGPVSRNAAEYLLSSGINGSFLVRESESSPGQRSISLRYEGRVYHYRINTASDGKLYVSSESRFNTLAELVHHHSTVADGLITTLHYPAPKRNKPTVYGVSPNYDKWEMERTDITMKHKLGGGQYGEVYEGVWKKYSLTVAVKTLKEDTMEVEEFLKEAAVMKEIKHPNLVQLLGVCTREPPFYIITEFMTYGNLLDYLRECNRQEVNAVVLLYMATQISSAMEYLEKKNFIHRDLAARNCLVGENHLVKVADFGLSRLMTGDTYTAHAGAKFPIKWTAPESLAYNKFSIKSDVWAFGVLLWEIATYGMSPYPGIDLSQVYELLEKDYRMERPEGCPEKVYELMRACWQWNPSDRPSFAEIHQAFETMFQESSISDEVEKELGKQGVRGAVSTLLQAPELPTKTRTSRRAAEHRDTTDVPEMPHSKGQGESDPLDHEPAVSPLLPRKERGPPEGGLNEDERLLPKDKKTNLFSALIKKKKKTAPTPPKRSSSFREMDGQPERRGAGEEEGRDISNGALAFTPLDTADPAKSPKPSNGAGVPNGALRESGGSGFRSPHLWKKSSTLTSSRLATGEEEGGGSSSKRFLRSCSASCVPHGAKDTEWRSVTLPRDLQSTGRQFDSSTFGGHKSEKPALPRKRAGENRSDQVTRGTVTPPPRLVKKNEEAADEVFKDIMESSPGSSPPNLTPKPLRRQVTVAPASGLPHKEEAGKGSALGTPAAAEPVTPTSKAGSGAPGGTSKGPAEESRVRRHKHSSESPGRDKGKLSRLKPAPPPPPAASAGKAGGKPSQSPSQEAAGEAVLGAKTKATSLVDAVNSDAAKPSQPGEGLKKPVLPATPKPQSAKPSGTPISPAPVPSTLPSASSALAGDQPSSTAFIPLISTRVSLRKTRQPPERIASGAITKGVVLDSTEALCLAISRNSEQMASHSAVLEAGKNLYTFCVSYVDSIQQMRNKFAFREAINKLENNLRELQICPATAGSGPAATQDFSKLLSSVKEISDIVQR
# Target sequence (Q13671 whole entry, looked up): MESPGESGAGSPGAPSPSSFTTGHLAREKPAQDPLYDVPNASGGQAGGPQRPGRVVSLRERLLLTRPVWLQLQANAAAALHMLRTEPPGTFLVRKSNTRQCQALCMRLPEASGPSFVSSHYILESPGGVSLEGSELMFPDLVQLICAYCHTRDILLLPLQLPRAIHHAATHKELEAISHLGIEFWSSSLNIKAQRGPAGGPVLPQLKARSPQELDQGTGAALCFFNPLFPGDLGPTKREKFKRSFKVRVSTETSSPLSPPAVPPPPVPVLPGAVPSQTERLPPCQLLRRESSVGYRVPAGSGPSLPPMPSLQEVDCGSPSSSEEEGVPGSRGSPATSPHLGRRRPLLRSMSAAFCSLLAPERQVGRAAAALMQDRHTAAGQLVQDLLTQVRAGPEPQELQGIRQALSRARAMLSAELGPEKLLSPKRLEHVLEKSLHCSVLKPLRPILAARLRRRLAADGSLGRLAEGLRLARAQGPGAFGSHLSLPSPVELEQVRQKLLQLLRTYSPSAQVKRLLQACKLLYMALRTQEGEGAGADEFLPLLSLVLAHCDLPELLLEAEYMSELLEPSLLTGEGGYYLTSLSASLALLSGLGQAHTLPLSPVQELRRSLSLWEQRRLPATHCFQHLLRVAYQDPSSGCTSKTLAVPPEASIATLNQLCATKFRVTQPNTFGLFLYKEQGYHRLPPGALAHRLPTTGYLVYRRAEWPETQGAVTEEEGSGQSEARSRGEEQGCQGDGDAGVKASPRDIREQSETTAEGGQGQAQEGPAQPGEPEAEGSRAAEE
# MT1-MMP act inh: MT1-MMP (human) activation inhibition; 360,000 tested, 0.061% active; HT1080 RFP-PRO-GFP cells, GFP/RFP ratio fluorescence, overnight; percent of plate control window, DMSO zero; P50281; GFP/RFP ratio change, % at 20 µM;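 active = GFP/RFP ratio change of at least 30% with cell ATP level not reduced by more than half and red fluorescence within 50% of control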; note: strong numbers were not always called active
#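 Assay system: HT1080 cells carrying an RFP-PRO-GFP reporter | Dosing: Single dose of 20 µM compound, 1% DMSO final | Incubation: Cells overnight before dosing, compound overnight, 37 °C, 5% CO2 | Evaluation: GFP/RFP fluorescence ratio | Control set: DMSO and RFP-L50D-GFP cell wells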
# PABP1 MLLE inh: inhibitors of microRNA-mediated deadenylation, human PABP1 MLLE binding | GST-MLLE / FITC-PAM2 fluorescence polarization | inhibition, % at 20 µM | P11940 | 360,000 tested, 0.36% active; in the data active = inhibition above about 35%, passing the limit was not always enough;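 note: plate controls were DMSO wells with GST-MLLE for no effect and wells lacking GST-MLLE protein for full effect; some results filed as inactive read as strong as hits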
# Rpn11 inh: Rpn11 (human) deubiquitinase inhibition | calls only at 20 µM | 360,000 tested, 0.59% active | human 26S proteasome, Ub4-pepOG fluorescence polarization; 20S core pre-blocked with epoxomicin | AID 588493;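 active = inhibition at 20 µM, scaled to each plate's controls, above about 33%, limit read from the data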
# Active calls of the source: *; i = inactive; x = not tested or not shown. Outcome played no part in choosing rows, and some 3.7% of all compounds hit somewhere here.
SMILES	MsrA inh	FAS TE block	CSN deneddyl inh	bovine MsrA act	E coli Lon inh	Rin1-Abl PPI inh	MT1-MMP act inh	PABP1 MLLE inh	Rpn11 inh
O=C1c2ccccc2C(=O)N1CC(O)COc1cccc2ccccc12 (stereo not given)	-0.9	9	1	-13	1	2	3	-9	i
CCCC1CCC(c2ccc(C(N)=O)cc2)CC1 (stereo not given)	0.4	-6	2	-4	3	-1	1	-6	i
CC1Nc2ncnc(N3CCOCC3)c2N(Cc2ccc(Cl)cc2)C1=O (stereo not given)	-0.5	-5	-2	-5	-6	2	1	-1	i
CN(C)CCN(Cc1cccs1)c1ccccn1	-1.2	-5	-2	-1	4	0	3	1	i
COC(=O)C1=C(O)/C(=C/c2ccc(OCC(=O)Nc3ccc(OC)cc3)cc2)N=C1C	1.1	-8	4	-5	-5	0	0	-1	i
CCOc1ccc(OCc2ccc(C(=O)Nc3cccc(C)n3)o2)cc1	-0.4	19	-3	-3	-8	-7	5	-22	i
O=C(NCc1ccccc1)N1CCN(c2ccccc2)CC1	0.5	-8	-1	-5	2	-2	1	14	i
O=C(COC(=O)Cn1cnc2ccccc2c1=O)Nc1ccccc1Sc1ccc(Cl)cc1	-1.3	-4	-2	-3	14	-3	3	7	i
Cc1ccnc(NC(=O)CNC(=O)c2ccc(Br)o2)c1	-2.0	-5	3	-5	-2	1	2	6	i
CCCCCCCCn1ccc(=N)cc1	-0.5	1	0	-9	-3	2	6	-10	i
O=C(Nc1ccccc1)N(C1=NCCCCS1)c1cccc2ccccc12	0.3	2	0	-4	-18	4	0	7	i
N/C(=N\OC(=O)CCC1CCCC1)c1cccnc1	-1.9	-6	0	-9	-5	1	1	-2	i
O=C1c2ccccc2C(=O)N1CCCc1cn(C[C@H]2CC[C@H](Cn3cc(CCCN4C(=O)c5ccccc5C4=O)nn3)O2)nn1	-0.5	-7	0	-7	-3	4	0	7	i
Cc1ccc(S(=O)(=O)N2CCCC(c3nnc4n3-c3ccccc3SC4)C2)cc1 (stereo not given)	-0.9	-1	-4	-3	1	-3	-9	-3	i
Cc1cc(N2CCN(c3ccccc3)CC2)nc(NCc2ccccc2)n1	0.1	-23	-2	-10	-3	-1	0	7	i
COc1ccc(OC)c(C2NC(=O)NC(C)=C2C(=O)OC2CCCCC2)c1 (stereo not given)	0.9	7	2	2	2	-5	-2	-1	i
C=C(C)CSc1nnc([C@@H](NC(=O)OC(C)(C)C)C(C)CC)o1 (stereo not given in full)	0.0	-2	0	-2	-5	-4	-5	-29	i
COc1cc(C(=O)OCn2nnc3ccccc3c2=O)cc(OC)c1OC	-0.9	0	-5	-10	-1	-2	1	-16	i
O=C(C1=C[C@@H](c2ccccc2)C[C@@H](OCc2ccc(CO)cc2)O1)N1CCCCCCC1	0.6	0	1	-1	-9	2	-1	-2	i
Cn1c(COc2ccc3ccccc3c2)nnc1SCC(=O)OC1CCCCC1	0.4	14	3	-7	-2	0	7	-35	i
Oc1ccc(N2CCN(Cc3ccc(OCCCN4CCCCC4)cc3)CC2)cc1	1.3	-1	5	-1	-1	3	-2	2	i
O=C(NCc1ccc(F)cc1)NC(=O)c1ccc(Cl)cc1	-0.9	-2	0	-8	2	2	1	9	i
CCNC(=S)Nc1ccc(-c2nc3ccccc3[nH]2)cc1	1.5	-1	0	-1	2	1	7	-17	i
O=C(O)Cc1ccccc1C(=O)O	-0.3	-7	0	2	-9	3	4	-6	i
COc1cccc(NC(=O)c2ccc3c(c2)OCO3)c1	-1.0	0	-3	-5	3	1	1	2	i
Clc1ccc(CSc2ccc(-c3ccccn3)nn2)cc1	0.9	5	1	-1	7	1	12	-2	i
COC(=O)CSc1nc(-c2ccc(F)cc2)cc(C(F)(F)F)n1	-0.7	-1	-2	-7	-2	3	1	10	i
CCOC(=O)c1c(C)c(C(=O)NCc2ccc3c(c2)OCO3)c(C)n1CC	1.2	3	-7	-2	-4	-1	-2	3	i
O=C(NCc1ccco1)c1ccc(Cl)cc1[N+](=O)[O-]	0.1	-6	0	-2	-9	2	2	1	i
CN(c1ccccc1C(=O)NCc1ccccn1)S(C)(=O)=O	0.8	-7	5	0	1	1	3	6	i

# Additional entries.
SMILES	MsrA inh	FAS TE block	CSN deneddyl inh	bovine MsrA act	E coli Lon inh	Rin1-Abl PPI inh	MT1-MMP act inh	PABP1 MLLE inh	Rpn11 inh
Cc1occc1C(=O)Nc1cccnc1	-0.4	-11	-6	-2	1	3	-2	18	i
CN1/C(=C\C(=O)COC(=O)CNC(=O)c2ccc3ccccc3c2)C(C)(C)c2ccccc21	-0.2	38	8	-2	-7	-2	12	-34	i
COc1ccc(CNC(=O)c2ccc(S(=O)(=O)N3CCOCC3)cc2)cc1	0.4	-7	4	-2	-6	-2	2	1	i
CC(=O)Nc1cc(-c2nn(CC(=O)N3CCCCC3)c(=O)c3ccccc23)ccc1N1CCOCC1	-0.3	-8	1	-2	-3	1	-4	-2	i
O=C(Cc1ccccc1)NC1c2ccccc2-c2ccccc21	-0.4	4	-1	-3	2	4	0	13	i
CN(c1ccccc1C(=O)Nc1cccc([N+](=O)[O-])c1)S(=O)(=O)c1ccccc1	0.4	28	0	-1	-1	-3	-1	1	i
CCN(CC(=O)Nc1ccc2c(c1)OCCO2)C(=O)/C=C/c1ccccc1	-0.5	-3	-2	-2	6	-1	-1	-8	i
CC(C)(C)c1cc(C(=O)NCC(=O)OCC(=O)c2cccc([N+](=O)[O-])c2)cc(C(C)(C)C)c1	-0.6	14	-27	-1	1	1	-1	4	i
CCc1cccc(C)c1NC(=S)N(CCN(C)C)C(C)c1ccco1 (stereo not given)	-0.3	-1	2	-1	8	1	3	-73	i
CC(C)(C)C(C(=O)Oc1ccccc1)c1ccccc1 (stereo not given)	0.3	23	39	1	-18	3	1	-4	i
NC(=O)COc1ccccc1	0.8	-3	1	-9	7	-2	1	-9	i
O=C(NCCOc1ccc(Cl)cc1)c1ccco1	-1.3	-3	4	-7	10	-2	0	8	i
C=CCOCCN1C(=O)C2C3C=CC(C2C1=O)C1C2C(=O)N(CCOCC=C)C(=O)C2C31 (stereo not given)	-0.6	-6	0	-2	0	-3	4	-9	i
O=C(O)C(Cc1ccccc1)n1cccc1 (stereo not given)	-0.4	-5	0	-4	-6	0	-5	9	i
Cc1ccc2c(c1)nnn2C1CCN(C(=O)C2CCCCC2)CC1	-0.1	-3	4	0	6	-2	2	3	i
CCN(CC(=O)Nc1cc(Cl)ccc1C)C(=O)CC1CCCC1	0.0	7	-3	-5	-4	1	4	3	i
CC(=O)OCC(OC(C)=O)C(OC(C)=O)C(OC(C)=O)C(=O)Nc1ccc(C)cc1C (stereo not given)	-0.4	-6	-2	1	4	-1	-4	-5	i
O=C(Nc1nnc(-c2ccccn2)o1)c1cccc(Br)c1	1.6	-6	0	-3	3	-2	5	9	i
Cc1ccc2c(cnn2C(=O)CCCC(=O)NCc2ccc(F)cc2)c1	1.1	4	1	-5	4	3	3	18	i
O=C(COC(=O)c1ccc(Cl)nc1)NNC(=O)c1ccc(Cl)cc1	-0.2	1	3	-2	8	-1	-3	-6	i
O=C(CN(C(=O)c1csnn1)c1cccc(C(F)(F)F)c1)NCc1ccc(F)cc1	-0.8	8	-1	-2	-1	0	0	15	i
Cc1cc(OCC(=O)NC(Cc2ccc(Cl)cc2)C(=O)O)c2c(C)cc(=O)oc2c1 (stereo not given)	0.5	12	-1	-2	-3	-2	-1	-7	i
O=C1CC(c2ccccc2)CC(=O)N1c1ccccc1	0.0	-6	5	-2	-9	6	1	-1	i
CCCC(C(=O)Nc1ccc(S(=O)(=O)N2CCOCC2)cc1)c1ccccc1 (stereo not given)	0.1	26	-1	-2	-1	-2	-9	-7	i
COc1ccc2oc(C(=O)OCC(=O)NCCc3ccc(S(N)(=O)=O)cc3)c(C)c2c1	0.1	0	-3	-10	-1	1	3	13	i
CCOC(=O)c1cc(C(=O)c2cc(Br)ccc2O)coc1=N	1.5	-6	5	-6	-1	-1	-4	11	i
NC(=O)C(c1ccc(F)cc1)c1ccc(C(=O)c2ccccc2)cc1 (stereo not given)	-0.7	1	-1	-3	-8	1	2	4	i
CC(=O)Nc1cc(-c2ccccc2F)cn2c(-c3ccccc3)cnc12	-0.1	21	1	-2	-6	-4	-2	6	i
CCOC(=O)[C@]12CCC=C1N(CCC1=CCCCC1)C(=O)[C@H](CC(=O)NCCc1ccccc1OC)C2	-0.8	-1	-3	-1	-3	x	-3	x	x
CCOc1ccc(NC(=O)C(c2ccccn2)N(C(=O)CCl)c2ccc(OC)cc2)cc1 (stereo not given)	1.4	-10	-4	-2	-7	-1	-1	18	i

# Other structures follow.
SMILES	MsrA inh	FAS TE block	CSN deneddyl inh	bovine MsrA act	E coli Lon inh	Rin1-Abl PPI inh	MT1-MMP act inh	PABP1 MLLE inh	Rpn11 inh
COc1ccc(-n2nc(C(=O)NCC(=O)N(C)Cc3ccccc3)c3ccccc3c2=O)cc1	-0.1	7	0	-3	-11	-1	1	-1	i
O=C(Nc1scc(-c2ccccc2)c1C(=O)O)c1ccco1	2.4	-1	-1	-3	0	-3	-1	0	i
FC(F)(F)c1cccc(NC(=S)NC2CCCC2)c1	-0.1	4	-10	-6	1	-1	4	1	i
COc1cc(/C=N/NC(=O)/C(=C\c2ccc3c(c2)OCO3)NC(=O)c2ccccc2)ccc1O	8.7*	-14	-10	-7	10	-1	-9	-5	i
CCOc1ccc(NC(=O)CSc2nc3[nH]ncc3c(=O)n2-c2ccccc2OC)cc1	2.5	-62	-2	-4	-5	2	-2	3	i
CCS(=O)(=O)N1CCN(c2c(Cl)cccc2[N+](=O)[O-])CC1	-1.0	8	4	-3	-1	-2	-2	0	i
CC(C)CC[n+]1ccccc1/C=C/c1ccc(N(C)C)cc1	1.9	-7	38*	-3	-116	-18	-130	-165	x
NC(=S)NN=CCn1cc([N+](=O)[O-])c(=O)[nH]c1=O	1.4	-8	0	-1	4	2	0	28	i
O=C(NCc1cc(C(F)(F)F)ccc1Cl)c1cccc2c1C(=O)c1ccc(N3CCCCC3)cc1S2(=O)=O	1.9	-82	55*	-6	-26	2	-110	-76	x
CSCCC(NS(=O)(=O)c1ccc(C)cc1)C(=O)N1CC=C(c2ccccc2)CC1 (stereo not given)	-1.6	-4	3	-1	8	0	-2	-2	i
CCOC(=O)N1CCN(C(=O)CN(CC)S(=O)(=O)c2cc(C)ccc2OC)CC1	-0.4	-9	0	-6	-3	0	2	-15	i
O=C(c1cccc(COCC(F)(F)C(F)F)c1)N1CCN(c2ccccc2)CC1	1.1	10	0	-1	-2	4	3	-1	i

# An excerpt from above in order of their number in MsrA inh, descending.
Structure | MsrA inh | CSN deneddyl inh | bovine MsrA act | E coli Lon inh | Rin1-Abl PPI inh | MT1-MMP act inh | PABP1 MLLE inh | Rpn11 inh
O=C(Nc1scc(-c2ccccc2)c1C(=O)O)c1ccco1 | 2.4 | -1 | -3 | 0 | -3 | -1 | 0 | i
CC(C)CC[n+]1ccccc1/C=C/c1ccc(N(C)C)cc1 | 1.9 | 38* | -3 | -116 | -18 | -130 | -165 | x
FC(F)(F)c1cccc(NC(=S)NC2CCCC2)c1 | -0.1 | -10 | -6 | 1 | -1 | 4 | 1 | i
CCOC(=O)N1CCN(C(=O)CN(CC)S(=O)(=O)c2cc(C)ccc2OC)CC1 | -0.4 | 0 | -6 | -3 | 0 | 2 | -15 | i

# Screening data: PubChem BioAssay, several laboratories
